Assay outcomes (PubChem BioAssay)
E coli Lon inh: inhibitors of E. coli Lon protease; P0A9M0; purified E. coli Lon protease, fluorescence polarization; inhibition, % at 7.94 µM; 360,000 tested, 0.42% active; in the data active = inhibition above about 13%, passing the limit was not always enough;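 also: 0% = enzyme with probe and DMSO and 100% = no enzyme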
bovine MsrA act: activators of bovine methionine sulfoxide reductase A; 360,000 tested, 0.3% active; AID 602163; activation, % at 10.6 µM; purified bovine MsrA, absorbance read-out; in the data active = activation above about 7.5%;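 also: 0% = vehicle and 100% = reference activator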
TbMetRS inhib: blocks T. brucei methionyl-tRNA synthetase activity. purified T. brucei MetRS, ATP depletion, Kinase-Glo luminescence. inhibition, % at 11.9 µM. 360,000 tested, 0.4% active. AID 624268;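 active = inhibition above a per-plate cutoff of the control wells' mean inhibition plus 3 SD, cut at about 5.5% in these data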;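 also: 0% = DMSO wells median and 100% = median of wells with control inhibitor compound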
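Material: T. brucei methionyl-tRNA synthetase, purified; reagent: substrates ATP, L-methionine and bulk Escherichia coli tRNA; dosing: 11.9 µM single point; timing: 15 min plus 2 h at 25 °C; detection: luminescence of leftover ATP; evaluation: % inhibition; control set: DMSO-only wells as low control; replicates: singlicate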
FAS-TE inh: FAS thioesterase (human) inhibition. AID 602261. P49327. inhibition, % at 15 µM. recombinant FAS-TE, OMFH fluorogenic substrate, fluorescence endpoint. 360,000 tested, 0.67% active;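 active = compounds whose normalised, plate-corrected inhibition of enzyme fluorescence in the single-dose primary screen is 50% or more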;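 also: 0% = DMSO with enzyme and 100% = substrate without enzyme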
MT1-MMP act inh: inhibitors of human MT1-MMP activation | HT1080 RFP-PRO-GFP cells, GFP/RFP ratio fluorescence, overnight; percent of plate control window, DMSO zero | GFP/RFP ratio change, % at 20 µM | 360,000 tested, 0.061% active | AID 651647;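 active = GFP/RFP ratio change of at least 30% with cell ATP level not reduced by more than half and red fluorescence within 50% of control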; also: strong numbers were not always called active
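Assay system: HT1080 cells carrying an RFP-PRO-GFP reporter | Dosing: Single dose of 20 µM compound, 1% DMSO final | Incubation: Cells overnight before dosing, compound overnight, 37 °C, 5% CO2 | Evaluation: GFP/RFP fluorescence ratio | Control set: DMSO and RFP-L50D-GFP cell wells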
CendR NRP1 mod: alters CendR peptide binding to human NRP-1; AID 602438; O14786; FAM-RPARPAR peptide binding to NRP-1, fluorescence polarization; inhibition, % at 25 µM; 360,000 tested, 0.85% active;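 active = inhibition or corrected inhibition above about 18%, plus a signal ratio from 0.5 to 1.5, limit read from the data, passing the limit was not always enough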; also: strong numbers were not always called active
SKN-1 block: C. elegans SKN-1 inhibition | C. elegans VP596 Pgst-4::GFP/RFP ratio, acrylamide-induced, 24 h | 360,000 tested, 0.49% active | inhibition, % at 21.8 µM | AID 624304;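 active = interference check ratio from 0.5 to 1.5 plus GFP to RFP signal ratio inhibition reaching or exceeding a fixed threshold, cut at about 30% in these data, passing the limit was not always enough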; also: some compounds called inactive have numbers as strong as hits
MLLE-PAM2 inh: blocks PAM2 peptide binding to the PABP1 MLLE domain; 360,000 tested, 0.36% active; AID 588489; GST-MLLE / FITC-PAM2 fluorescence polarization; P11940; inhibition, % at 20 µM; in the data active = inhibition above about 35%, passing the limit was not always enough;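 also: plate controls were DMSO wells with GST-MLLE for no effect and wells lacking GST-MLLE protein for full effect; some results filed as inactive read as strong as hits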
Target sequence (P11940 whole entry, looked up, the tested form may be a part): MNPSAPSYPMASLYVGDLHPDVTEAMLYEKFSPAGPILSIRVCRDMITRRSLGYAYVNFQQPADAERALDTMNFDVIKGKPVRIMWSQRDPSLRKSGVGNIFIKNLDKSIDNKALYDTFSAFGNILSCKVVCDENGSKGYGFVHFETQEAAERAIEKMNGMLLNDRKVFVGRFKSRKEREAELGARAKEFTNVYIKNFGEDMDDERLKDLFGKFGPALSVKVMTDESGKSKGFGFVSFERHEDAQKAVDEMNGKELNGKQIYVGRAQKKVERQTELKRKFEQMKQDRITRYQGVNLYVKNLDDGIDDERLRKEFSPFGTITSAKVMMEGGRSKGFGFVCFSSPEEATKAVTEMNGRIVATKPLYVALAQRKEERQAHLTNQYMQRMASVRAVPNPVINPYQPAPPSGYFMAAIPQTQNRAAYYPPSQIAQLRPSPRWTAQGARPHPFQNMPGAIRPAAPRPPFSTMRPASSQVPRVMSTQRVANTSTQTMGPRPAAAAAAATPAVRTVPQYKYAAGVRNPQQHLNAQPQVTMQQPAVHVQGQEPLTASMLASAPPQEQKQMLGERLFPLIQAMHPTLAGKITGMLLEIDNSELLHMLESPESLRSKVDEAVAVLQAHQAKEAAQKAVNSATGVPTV
MsrA inhibitor: bovine MsrA inhibition. purified bovine MsrA, absorbance read-out. AID 651718. 360,000 tested, 0.75% active. inhibition, % at 15.5 µM; in the data active = inhibition above about 4.5%;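 also: 0% = vehicle wells with enzyme and 100% = reference inhibitor wells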
The depositor's hits bear a star; . = not tested or not shown.

entry	canonical_smiles	E coli Lon inh	bovine MsrA act	TbMetRS inhib	FAS-TE inh	MT1-MMP act inh	CendR NRP1 mod	SKN-1 block	MLLE-PAM2 inh	MsrA inhibitor
1	CCOc1ccc(CNC(=O)c2ccc(NC(=O)C3=CSCCO3)cc2)cc1	4	-1	-0.8	-6	1	9	19	-14	1.8
2	Cn1c(=O)n(C)c2cc(NC(=O)c3ccccc3[N+](=O)[O-])c(Br)cc21	-7	-2	0.2	1	9	-3	7	-7	2.6
3	O=C(CC1C(=O)NCCN1CC(c1ccccc1)c1ccccc1)NCC1CCOCC1 (centres undefined)	4	-4	0.5	-7	-2	6	15	16	-0.5
4	CCn1c(C)c(C)c2cc(C(=O)NCCCN3CCN(C)CC3)ccc21	-8	2	0.1	-8	5	-11	18	-8	1.1
5	O=c1ccnc(Nc2ccc([N+](=O)[O-])cc2)[nH]1	-4	-4	3.3	-3	2	6	4	-1	3.4
6	CC(C)NC(=O)NC(=O)COC(=O)c1ccc(F)cc1F	7	-9	-1.0	-10	0	4	-6	15	1.3
7	O=S(=O)(c1ccc(-c2ccon2)s1)N1CCN(c2ccccn2)CC1	3	-1	-0.8	2	1	-4	-2	-11	-0.8
8	O=C(O)CC1CCC1CC(=O)O (centres undefined)	-9	-13	-0.4	0	-4	-6	-14	-10	-0.1
9	CC1(C)CC(=O)C=C(CN2C(=O)c3ccccc3C2=O)C1=O	-1	-1	-0.2	-6	3	-8	2	3	-0.6
10	CCCCSc1nc2ccc(Nc3nc(N4CCOCC4)nc(N4CCOCC4)n3)cc2s1	1	-12	-1.6	86*	-1	-1	-9	-38	-0.1
11	O=C(/C=C/c1ccccc1)NC1CCS(=O)(=O)C1 (centres undefined)	1	-1	0.4	-6	7	-8	-3	-11	0.7
12	COc1ccc(-c2nc(/C=C3\C(C)=Nc4ccccc43)c(O)o2)cc1	-64	-6	-0.6	23	-3	-5	10	-105	1.4
13	O=C(COC(=O)c1ccccc1)Nc1ccc(Cl)cn1	-1	-7	-1.1	-3	-7	7	7	5	1.4
14	O=C(NCCc1ccccc1)N1CCCC(CNS(=O)(=O)Cc2ccccc2)C1 (centres undefined)	-7	0	0.0	-6	4	0	5	-5	-0.8
15	O=C(O)c1ccc([N+](=O)[O-])c(CS(=O)(=O)c2ccccc2)c1	7	-1	-0.2	-2	0	-8	26	5	0.4

The last seven compounds of the section before come first, to join the parts:
entry	canonical_smiles	E coli Lon inh	bovine MsrA act	TbMetRS inhib	FAS-TE inh	MT1-MMP act inh	CendR NRP1 mod	SKN-1 block	MLLE-PAM2 inh	MsrA inhibitor
9	CC1(C)CC(=O)C=C(CN2C(=O)c3ccccc3C2=O)C1=O	-1	-1	-0.2	-6	3	-8	2	3	-0.6
10	CCCCSc1nc2ccc(Nc3nc(N4CCOCC4)nc(N4CCOCC4)n3)cc2s1	1	-12	-1.6	86*	-1	-1	-9	-38	-0.1
11	O=C(/C=C/c1ccccc1)NC1CCS(=O)(=O)C1 (centres undefined)	1	-1	0.4	-6	7	-8	-3	-11	0.7
12	COc1ccc(-c2nc(/C=C3\C(C)=Nc4ccccc43)c(O)o2)cc1	-64	-6	-0.6	23	-3	-5	10	-105	1.4
13	O=C(COC(=O)c1ccccc1)Nc1ccc(Cl)cn1	-1	-7	-1.1	-3	-7	7	7	5	1.4
14	O=C(NCCc1ccccc1)N1CCCC(CNS(=O)(=O)Cc2ccccc2)C1 (centres undefined)	-7	0	0.0	-6	4	0	5	-5	-0.8
15	O=C(O)c1ccc([N+](=O)[O-])c(CS(=O)(=O)c2ccccc2)c1	7	-1	-0.2	-2	0	-8	26	5	0.4
16	O=C(COC(=O)c1ccncc1)Nc1ccc2c(c1)OCO2	3	-2	-0.1	-4	1	-2	-1	-8	1.2
17	Cc1onc(-c2ccccc2)c1C(=O)c1ccccc1	14	-8	-0.3	3	-1	0	-11	3	0.0
18	OC[C@@H](O)[C@@H](O)CO	4	-3	0.0	-7	2	-12	-1	-1	-0.2
19	Cc1ccc2nc(NC(=O)CSCC(=O)Nc3cc(C)on3)sc2c1	4	-11	-0.7	-5	10	-4	1	4	0.5
20	COc1ccc(O)c(C(=O)c2cnc3onc(C(C)C)c3c2)c1	-3	-8	-0.6	8	-3	-2	0	9	1.3
21	COc1ccc(S(=O)(=O)N2CCCCC2)cc1NC(=O)CCCNC(=O)c1ccc(Cl)cc1	-4	-2	-0.4	0	1	1	-27	-36	-0.4
22	CO/N=C/NC(=O)N1OC[C@@H]2COc3ccc4ccccc4c3[C@@H]21	3	-4	-0.8	5	3	1	-11	2	-0.8
23	O=C(NCc1ccccc1Cl)c1ccc2nnsc2c1	8	-2	1.9	1	0	-8	-7	-9	-0.4
24	CC(C(=O)NCCc1ccccc1)N1c2cccc3cccc(c23)S1(=O)=O (centres undefined)	-3	-1	-0.4	13	-7	-11	-6	17	0.9
25	Cc1c(-c2n[nH]c(=S)n2-c2ccc(C(F)(F)F)cc2)nnn1-c1ccccc1	4	4	-0.4	-9	11	-2	3	-17	0.8
26	COc1ccc(NC(=O)c2cc(C3CCCCN3C(=O)CCCc3ccccc3)on2)c(C)c1 (centres undefined)	-20	-2	-0.3	18	-6	9	-5	-5	-0.5
27	COc1ccc(-c2csc(NC(=O)CCNC(=O)c3ccco3)n2)cc1OC	2	0	-0.2	-5	-2	-5	11	-5	-0.5
28	COc1cccc(OCc2ccc(Cl)cc2)c1C#N	2	-2	-0.1	34	1	16	22	4	-0.1
29	CC1(C)CC(NC(=O)c2cccc3ccccc23)CC(C)(C)N1	-4	-1	1.5	0	0	-1	-6	7	-0.8
30	COc1ccc(NS(=O)(=O)c2cccc(C(=O)NNC(=O)c3ccccc3OC)c2)cc1	-6	0	-0.4	0	1	-4	13	-7	-0.6
31	CCN(CC)CCn1c2c(c(SCC(=O)Nc3cc(OC)cc(OC)c3)nc1=O)CCC2	-5	-3	-0.1	-4	0	-1	6	10	0.8
32	CNS(=O)(=O)c1cc(OCC(N)=O)c(C)cc1Cl	-9	-7	-0.6	-7	7	-2	-24	7	1.1
33	Cc1cc2c(c(=O)n1Cc1cccnc1)C(c1ccccc1)C(C#N)=C(N)O2 (centres undefined)	7	0	0.4	17	1	5	15	-17	0.3
34	O=[N+]([O-])c1cccc(/C=N/N2CCN(Cc3ccc(Cl)cc3)CC2)c1	-8	-1	-0.1	47	3	6	20	11	-1.3
35	CN(Cc1cc(=O)n2ccsc2n1)Cc1nc2ccccc2c(=O)[nH]1	-5	-1	0.2	-3	1	6	-6	-4	1.5
36	CCCC1CCC(=NNC(=O)OC(C)(C)C)CC1 (centres undefined)	4	-2	-0.3	-7	-1	9	-6	-6	0.4
37	COC(=O)CN(c1ccc(F)cc1)S(=O)(=O)c1ccc2c(c1)OCCO2	3	-8	-0.9	1	4	11	8	-5	-0.4
38	CCc1cccc(C)c1NC(=O)CSc1nc2ccccc2n1CC(=O)N(C)C	-1	-1	0.2	-7	-3	-4	12	-9	-0.4
39	CCN(CC)c1ccc2cc(C(=O)Nc3ccccn3)c(=O)oc2c1	-120	1	-0.1	-177	-176	-22	8	16	0.7
40	CCOC(=O)NC(=O)c1cn(CCN(C)C)c(=O)[nH]c1=O	1	-4	-0.4	-8	-3	5	9	15	0.5
41	CC(C)Oc1ccc(CNC(=O)Oc2ccccc2)cc1	1	-4	-0.9	6	1	-14	-1	5	-0.7
42	COCCCn1c(C(=O)N2CC(C)OC(C)C2)cc2c(=O)n3ccccc3nc21 (centres undefined)	3	-5	0.5	-4	0	10	20	1	2.4
43	CCC1(C)Cc2ccccc2C(=O)N1 (centres undefined)	5	-5	-0.7	-5	-4	-9	6	2	-0.8
44	O=C(c1cc(-c2ccc(Cl)cc2)on1)N1CCN(c2ccccc2)CC1	-1	-10	-0.8	0	1	-1	1	-4	-0.2
45	CCOc1cc(C2C3=C(CCCC3=O)NC3=C2C(=O)CCC3)ccc1OCCO	7	-11	-1.6	-6	-2	6	-1	41*	1.4
46	CCNC(=O)C1CC(=O)N(c2ccc(OCC)cc2)C1 (centres undefined)	-8	-3	-0.4	-8	1	11	19	-21	1.4
47	COc1cc(CC(=O)O)c([N+](=O)[O-])cc1OC	6	-8	-0.9	-5	-2	-3	-8	5	1.1
48	O=C(NC1CC1)c1cccc(S(=O)(=O)Nc2ccccc2F)c1	-1	-6	-0.4	-4	-3	8	15	0	-0.6
49	CCCn1c(=NC(=O)CCS(=O)(=O)c2ccccc2)sc2cc(S(N)(=O)=O)ccc21	-4	-12	-0.6	-2	.	-10	-5	-8	0.5
50	Cc1nn(-c2ccccc2)c2nc(N)c(C#N)c(-c3ccc(F)cc3)c12	2	-3	0.0	25	-5	7	26	-6	1.4
51	COc1ccccc1/C=C/C=N/NC(=O)c1ccco1	1	-6	-0.3	-2	4	-2	8	-11	4.6*
52	O=C(c1[nH]c(C(F)(F)F)nc1-c1ccccc1)N1CCc2c([nH]c3ccccc23)C1	-1	-12	2.3	-5	-7	-25	-2	-23	0.5
53	O=C(N/N=C/c1ccc(Cl)cc1)c1n[nH]c2c1CCCC2	3	-4	-0.4	-2	14	-1	-9	-5	-0.4
54	CCOc1ccccc1NC(=O)c1ccc(NC(=O)c2ccco2)cc1	3	-2	-0.7	4	5	8	1	-6	1.7
55	CSc1nncn1/N=C/c1ccccc1F	2	0	0.6	-9	6	0	8	4	-0.1
56	Cc1ccc(C(=O)NNC(=S)NCC2CCCO2)cc1[N+](=O)[O-] (centres undefined)	-14	-2	0.1	-4	-1	17	8	-30	0.6
57	Cc1cc(C(=O)N2CCN(c3cc(Cl)ccc3C)CC2)on1	0	-1	-0.1	2	0	-6	4	-5	-0.9
58	COC(=O)[C@@]12C[C@@H](CC(=O)N3CCN(C(=O)C4CC4)CC3)C(=O)N(CCc3ccc(OC)c(OC)c3)C1=CCC(C)(C)C2	.	.	-0.7	.	6	1	1	.	0.2
59	C=CCN(CC=C)C(=S)NC(=O)c1ccc(OC)c(Br)c1	-8	1	-0.7	2	6	-1	13	44*	.
60	CCOc1ccc(N(CC(=O)NC2CCCCC2)C(=O)CCC(=O)Nc2ccccn2)cc1	6	-1	-0.3	0	-2	0	2	3	0.5
61	O=C(Nc1cccc(C(F)(F)F)c1)N1CCN(C(=O)Nc2cccc(C(F)(F)F)c2)CC1	-5	0	0.4	-6	3	3	10	1	0.5
